# Assay outcomes deposited in PubChem BioAssay by Johns Hopkins Ion Channel Center.
# TMEM16A act = activates or potentiates the mouse TMEM16A chloride channel; HEK293 TMEM16A/YFP-H148Q/I152L, iodide quench fluorescence; stronger effect = lower value; B-score at 10 µM; 340,000 compounds, 0.3% hits;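 active = fluorescence-ratio B-score plate-corrected deviation score at least 3 library SD below zero, with starting fluorescence score within 5 deviations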;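 also: channel opened by trigger with iodide after compound preincubation; score built on the fluorescence ratio of max minus min over baseline; more negative score means more quench and so TMEM16A activation or potentiation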
# MrgX1 agonist = human MrgX1 receptor agonism, primary screen; MrgX1-HEK293 cells, Fluo-4 calcium fluorescence, agonist mode; stronger effect = higher value; Q96LB2; B-score at 10 µM; 310,000 compounds, 0.44% hits;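 active = calcium response B-score plate-corrected fluorescence ratio at least 3 library SD, with starting fluorescence B-score inside 5 SD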
# Target sequence (Q96LB2 whole entry, looked up): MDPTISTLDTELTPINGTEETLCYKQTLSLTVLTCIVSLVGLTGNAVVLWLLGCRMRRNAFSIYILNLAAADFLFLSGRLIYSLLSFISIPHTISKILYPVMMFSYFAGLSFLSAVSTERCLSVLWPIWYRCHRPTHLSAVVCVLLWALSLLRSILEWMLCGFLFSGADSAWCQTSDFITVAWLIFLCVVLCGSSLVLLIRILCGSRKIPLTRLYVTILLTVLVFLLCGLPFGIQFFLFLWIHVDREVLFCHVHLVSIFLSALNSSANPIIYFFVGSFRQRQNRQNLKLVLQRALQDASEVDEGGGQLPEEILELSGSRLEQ
#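 Material – MrgX1-expressing HEK293 cells · Input – 15,000 cells seeded per well · Dosing – compound as first of three additions · Times – overnight seeding, then 1 h dark dye loading · Measured by – kinetic Fluo-4 NW fluorescence of intracellular calcium · Read-out – B-scored fluorescence response ratio · Benchmarks – positive and negative control wells on each plate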
# TRPC4 potent = allosterically enhances the mouse TRPC4 cation channel. Q9QUQ5. HEK293 TRPC4beta/mu-opioid, DAMGO EC20, Fluo-4 Ca2+ flux; stronger effect = higher value. B-score at 10 µM. 310,000 compounds, 0.42% hits;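 active = B-score of calcium response area above 5 SD of library B-scores, with initial fluorescence ratio within 5 SD of library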;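 also: B-score of integrated fluorescence ratio over time as area under calcium response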
# MrgX1 PAM = allosterically activates human MrgX1 receptor signaling. Q96LB2. MrgX1-HEK293, Fluo-4 calcium flux, FDSS; stronger effect = higher value. B-score at 10 µM. 310,000 compounds, 0.63% hits. AID 588675;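 active = plate-corrected calcium response at least 3 library SD above typical, normal starting fluorescence, not activating the receptor alone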;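 also: compound read alongside a low EC10 to EC30 dose of BAM8-22 agonist; peak minus trough fluorescence over baseline measured at the second addition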
# RGS4 inh = human RGS4 inhibition | P49798 | AID 463165 | 310,000 compounds, 0.45% hits | HEK293 M3R/RGS4 inducible, Fluo-4 calcium flux; stronger effect = higher value; triggered by carbachol at its EC20 | B-score at 10 µM;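 active = B-score, a plate-corrected calcium signal, over three deviations above library mean, with baseline fluorescence within five deviations of library mean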;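 also: RGS4 expression induced by doxycycline in cells with stable M3 receptor; B-score is computed from the integrated fluorescence ratio over baseline after carbachol; higher B-score means a larger calcium signal and so more RGS4 inhibition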
# Target sequence (P49798 whole entry, looked up): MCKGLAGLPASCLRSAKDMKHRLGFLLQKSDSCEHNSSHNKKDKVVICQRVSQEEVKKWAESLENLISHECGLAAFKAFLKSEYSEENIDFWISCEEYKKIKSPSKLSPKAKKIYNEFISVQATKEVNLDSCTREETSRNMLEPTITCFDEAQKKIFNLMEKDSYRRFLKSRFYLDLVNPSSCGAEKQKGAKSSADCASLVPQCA
# MrgX1 antag = blocks BAM8-22 activation of human MrgX1 receptor; Q96LB2; MRGX1-HEK293 calcium flux, Fluo-4, BAM8-22 antagonism; stronger effect = lower value; B-score at 10 µM; 310,000 compounds, 1.3% hits;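 active = calcium-response B-score plate-corrected more than 3 library SD below zero, starting fluorescence within 5 deviations, no agonist response on first addition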;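 also: peak minus trough fluorescence over baseline after final BAM8-22 challenge near maximal dose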
# TRPC6 inh = mouse TRPC6 channel inhibition | Q61143 | HEK293-TRPC6, membrane potential dye, ACh-evoked depolarization; stronger effect = lower value | B-score at 10 µM | 310,000 compounds, 1.1% hits | AID 2553;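 active = B-score under library mean minus 3 SD, initial fluorescence not abnormally high, positive integrated signal ratio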;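 also: B-score derived from integrated fluorescence ratio over the kinetic read; more negative B-score means stronger inhibition of depolarization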
# ANO1 block = mouse TMEM16A channel inhibition, primary screen. 310,000 compounds, 1.2% hits. HEK293 TMEM16A/YFP iodide influx fluorescence, ionomycin. normalized B-score (activity score, 25-100; higher = stronger inhibition) at 10 µM;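 active = ratio plate-corrected score three or more library SD toward inhibition, starting fluorescence score within five deviations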;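 also: score derived from kinetic fluorescence span divided by baseline fluorescence per well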
# TRPC4 inh = TRPC4 (mouse) channel inhibition; Q9QUQ5; HEK293 TRPC4beta/mu-opioid, DAMGO-evoked Fluo4 calcium flux; stronger effect = lower value; B-score at 10 µM; 300,000 compounds, 0.39% hits;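 active = B-score over 3 SD under the library average, no early fluorescence shift, positive overall ratio signal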
#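 Test system – stable TRPC4beta/mu-opioid receptor HEK293 cells · Probe or stimulus – DAMGO, a submaximal dose followed by a maximal one · Dosing – one concentration per compound · Signal – Fluo4 calcium fluorescence by kinetic imaging, 5 s 1 Hz baseline · Evaluation – per-well B score of integrated baseline-normalized Fluo4 ratio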
# TRPC6 act = activates the mouse TRPC6 cation channel. HEK293-TRPC6 membrane potential dye fluorescence; stronger effect = higher value. B-score at 10 µM. 310,000 compounds, 0.13% hits. AID 2550;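 active = B-score of the integrated fluorescence ratio above library mean plus 3 SD, and starting fluorescence ratio within library mean plus 5 SD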;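 also: higher score means more depolarization so channel activation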
# TRPC4 act = activators of mouse TRPC4 channel. 310,000 compounds, 0.49% hits. B-score at 10 µM. HEK293 TRPC4beta/mu-opioid, Fluo4 calcium fluorescence; stronger effect = higher value. AID 2237;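 active = B-score above 5 SD of library B-scores, and initial fluorescence ratio not above library mean plus 5 SD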;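 also: positive B-score marks a calcium rise read as TRPC4 activation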
#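 System: HEK293 cells stably co-expressing mouse TRPC4beta and mu-opioid receptor; Schedule: Fluo4 dye loading 45 min at room temperature, 110 s recording; Detection: Fluo4 fluorescence, kinetic; Evaluation: B-scored integrated calcium fluorescence ratio; Controls: buffer (low) and maximal DAMGO (high).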
# * = called active by the depositor; i = inactive; · = no result given.
# Values in the order – TMEM16A act | MrgX1 agonist | TRPC4 potent | MrgX1 PAM | RGS4 inh | MrgX1 antag | TRPC6 inh | ANO1 block | TRPC4 inh | TRPC6 act | TRPC4 act
CCOC(=O)C1=C(c2ccccc2)NC(SCC(=O)Nc2ccc(C)cc2)=C(C#N)C1c1ccco1 (configuration not stated)
 : i | i | i | i | i | i | i | i | i | i | i
O=C(Cn1cc([N+](=O)[O-])cn1)NCc1ccc(-n2cccn2)cc1
 : i | i | i | i | i | i | i | i | i | i | i
Cc1ccc(NC(=O)c2ccccc2-c2ccccc2C(=O)O)cc1
 : i | i | i | i | i | -6.62* | i | i | i | i | i
COc1cccc(NC(=O)CNS(=O)(=O)c2ccc3nc(C)sc3c2)c1
 : i | i | i | i | i | i | i | i | i | i | i
COc1ccnc(Oc2ccc(F)cc2)c1C(=O)N/C=N/OCc1ccc(F)cc1Cl
 : i | i | i | i | i | i | i | i | i | i | i
O=Cc1ccc(N2CCCC2)c([N+](=O)[O-])c1
 : i | i | i | i | i | i | i | i | i | i | i
COc1ccc(OC)c(NC(=O)CN2C(=O)C3(OCCCO3)c3ccccc32)c1
 : i | i | i | i | i | i | i | i | i | i | i
O=C(O)c1[nH]c2ccccc2c1C(c1cc(Br)ccc1O)c1c(C(=O)O)[nH]c2ccccc12
 : i | i | i | i | i | i | i | i | i | i | i
COc1ccccc1OC(C)C(=O)Nc1ccc2c(c1)OCCO2 (configuration not stated)
 : i | i | i | i | i | i | i | i | i | i | i
COc1cc(OC)c(-c2nn3c(C4CCCCC4)nnc3s2)cc1OC
 : i | i | i | i | i | i | i | i | i | i | i
COc1ccc(N(C)S(=O)(=O)c2cccc(C(=O)OC(C)C(=O)NC3CCCCC3C)c2)cc1 (configuration not stated)
 : i | i | i | i | i | i | i | i | i | i | i
CCN1CCC(=NNC(=O)CC23CC4CC(CC(C4)C2)C3)CC1
 : i | i | i | i | i | i | i | i | i | i | i
O=C(Nc1cccc2ncccc12)c1ccco1
 : i | i | i | i | i | i | i | i | i | i | i
CC1(c2nnc(-c3cccc(Cl)c3)o2)CC(c2ccc(C#N)cc2)=NO1 (configuration not stated)
 : i | i | i | i | i | i | i | i | i | i | i
O=C(N/N=C/c1cccs1)c1ccc2ccccc2c1
 : i | i | i | i | i | i | i | i | i | i | i
Nn1c(SCC(=O)N2CCCc3ccccc32)nncc1=O
 : i | i | i | i | i | i | i | i | i | i | i
Cc1cc(C)nc(NC(=O)NS(=O)(=O)Nc2ccc(Br)cn2)n1
 : i | i | i | i | i | i | i | i | i | i | i
Cc1nn(C)c(C)c1/C=N/NC(=O)C(C)(C)Oc1ccc(Cl)cc1
 : i | i | i | i | i | i | i | i | · | i | i
Cc1cc(Br)cnc1NC(=S)Nc1ccc(F)cc1F
 : i | i | i | i | i | i | i | i | i | i | i
Cc1ccc(C2(C(F)(F)F)NC(=O)N3CCN=C3S2)cc1 (configuration not stated)
 : i | i | i | i | i | i | i | i | i | i | i
COc1ccccc1NS(=O)(=O)c1ccc(/C=C/C(=O)O)cc1
 : i | i | i | i | i | i | i | i | i | i | i
CC(C)NC(=O)NNC(=O)Cn1nnc(-c2cccc(Cl)c2Cl)n1
 : i | i | i | i | i | i | i | i | i | i | i
CCOC(=O)Nc1ccc2c(c1)N(C(=O)CN1CCN(C)CC1)c1ccccc1CC2
 : i | i | i | i | i | i | i | i | i | i | i
O=C(/C=C/c1ccccc1)Nc1nc(-c2ccncc2)cs1
 : i | i | i | i | i | i | i | i | i | i | i
COc1ccc(/C(N)=N/OC(=O)Cc2cccs2)cc1OC
 : i | i | i | i | i | i | i | i | i | i | i
CC(C)(C)C(=O)Nc1nnc(CSCc2ccccc2F)s1
 : i | i | i | i | i | i | i | i | i | i | i
O=C(NCC(c1ccco1)N1CCN(c2ccccc2F)CC1)c1ccc2c(c1)OCO2 (configuration not stated)
 : i | i | i | i | i | i | i | i | i | i | i
COc1ccccc1NC(=O)C(=O)Nc1ccc2c(c1)N(C(=O)C1CC1)CCC2
 : i | · | i | · | i | · | i | · | i | i | i
COc1ccc(CNC(=O)C2CC(c3cc(C(F)(F)F)cc(C(F)(F)F)c3)=NO2)cc1 (configuration not stated)
 : i | i | i | i | i | i | i | i | i | i | i
COc1ccc(OC)c(N2C(=O)C(Cl)=C(N3CCCCC3)C2=O)c1
 : i | i | i | i | i | i | i | i | i | i | i

# Part of the list above, showing only TMEM16A act and TRPC6 inh:
molecule	TMEM16A act	TRPC6 inh
CC(C)(C)C(=O)Nc1nnc(CSCc2ccccc2F)s1	i	i
O=C(NCC(c1ccco1)N1CCN(c2ccccc2F)CC1)c1ccc2c(c1)OCO2 (configuration not stated)	i	i

# The main list resumes, starting 5 compounds before the break.
# Values in the order – TMEM16A act | MrgX1 agonist | TRPC4 potent | MrgX1 PAM | RGS4 inh | MrgX1 antag | TRPC6 inh | ANO1 block | TRPC4 inh | TRPC6 act | TRPC4 act
CC(C)(C)C(=O)Nc1nnc(CSCc2ccccc2F)s1
 : i | i | i | i | i | i | i | i | i | i | i
O=C(NCC(c1ccco1)N1CCN(c2ccccc2F)CC1)c1ccc2c(c1)OCO2 (configuration not stated)
 : i | i | i | i | i | i | i | i | i | i | i
COc1ccccc1NC(=O)C(=O)Nc1ccc2c(c1)N(C(=O)C1CC1)CCC2
 : i | · | i | · | i | · | i | · | i | i | i
COc1ccc(CNC(=O)C2CC(c3cc(C(F)(F)F)cc(C(F)(F)F)c3)=NO2)cc1 (configuration not stated)
 : i | i | i | i | i | i | i | i | i | i | i
COc1ccc(OC)c(N2C(=O)C(Cl)=C(N3CCCCC3)C2=O)c1
 : i | i | i | i | i | i | i | i | i | i | i
Cc1cc(C)c(S(=O)(=O)N2CCN(C(=O)c3ccc4c(c3)OCO4)CC2)c(C)c1
 : i | i | i | i | i | i | i | i | i | i | i
CCc1c(C)sc(NC(=O)c2ccccc2[N+](=O)[O-])c1C(N)=O
 : i | i | i | i | i | i | i | i | i | i | i
Cc1nn(-c2ccccc2)c(C)c1/C=N/NC(=O)c1cccs1
 : i | i | i | i | i | -7.06* | i | i | i | i | i
COc1ccc(CNC(=O)CN(Cc2ccc(Cl)cc2)S(C)(=O)=O)cc1
 : i | i | i | i | i | i | i | i | i | i | i
CC(=O)c1cccc(CN2CCC(CO)(CCOc3ccccc3)CC2)c1
 : i | i | i | i | i | i | i | i | i | i | i
COc1ccc(Nc2ncc3c(n2)CC(c2ccccc2)CC3=O)cc1 (configuration not stated)
 : i | i | i | i | i | i | i | i | i | i | i
NC(=O)Cn1nnc(-c2ccc(NC(=O)c3ccc(F)cc3)cc2)n1
 : i | i | i | i | i | i | i | i | i | i | i
O=C(Nc1cnn(Cc2ccccc2)c1)c1cc2nc(-c3ccco3)cc(C(F)(F)F)n2n1
 : i | i | i | i | i | i | i | i | i | i | i
O=C1NC(=Nc2ccccc2)c2ccc([N+](=O)[O-])cc21
 : i | i | i | i | i | i | i | i | i | i | i
COc1ccc(/C=C(/NC(=O)c2ccccc2)C(=O)N/N=C/c2ccncc2)c(OC)c1
 : i | i | i | i | i | i | i | i | i | i | i
Cc1ccc2oc(-c3cccc(NC(=O)C4CCCO4)c3)nc2c1 (configuration not stated)
 : i | i | i | i | i | i | i | i | i | i | i
O=c1nc(-c2ccccc2)cc(-c2ccccc2)[nH]1
 : i | i | i | i | i | i | i | i | i | i | i
Cc1ccc(CC(=O)Nc2cccc([N+](=O)[O-])c2)cc1
 : i | i | i | i | i | i | i | i | i | i | i
COc1ccc(C(=O)COc2ccc(F)cc2)c(O)c1
 : i | i | i | i | i | i | i | i | i | i | i
Cc1cccc(-n2cc(-c3ccc([N+](=O)[O-])cc3)[nH]c2=S)c1
 : i | i | i | i | i | i | i | i | i | i | i
CCC(OC(=O)c1nsc(Cl)c1Cl)C(=O)NCc1ccco1 (configuration not stated)
 : i | i | i | i | i | i | i | i | i | i | i
Nc1n[nH]c(S(=O)(=O)CCCc2ccccc2)n1
 : i | i | i | i | i | i | i | i | i | i | i
Cc1ccc(C)c(NC(=O)CCN2CCN(C)CC2)c1
 : i | i | i | i | i | i | i | i | i | i | i
Cc1ccc(S(=O)(=O)N(C)C)cc1NC(=O)CSc1ccc2c(c1)OCCO2
 : i | i | i | i | i | i | i | i | i | i | i
O=C(O)C(S)C(S)C(=O)O (configuration not stated)
 : i | i | i | i | i | i | i | i | i | i | i
COc1cc(NC(=O)c2ccc(Br)o2)ccc1NC(=O)c1ccccc1Cl
 : i | i | i | i | i | i | i | i | i | i | i
N/C(=N\OC(=O)Cc1ccc(-c2ccccc2)cc1)c1ccccn1
 : i | i | i | i | i | i | i | i | i | i | i
COCc1ccc(C(=O)N2CCC(CCC(=O)Nc3cccc(C)c3)CC2)s1
 : i | i | i | i | i | i | i | i | i | i | i
COc1ccc(N(CC(=O)Nc2ccc(F)cc2F)S(=O)(=O)c2c(C)nn(C)c2C)cc1
 : i | i | i | i | i | i | i | i | i | i | i
O=S(=O)(Oc1ccc(C(=S)N2CCOCC2)cc1)c1ccc(Cl)cc1
 : i | i | i | i | i | i | i | i | i | i | i
CCc1ccc(NC(=O)c2ccc3c(c2)C(=O)N(CCOC)C3Nc2ccc(CC)cc2)cc1 (configuration not stated)
 : i | i | i | i | i | i | i | i | i | i | i
Oc1c(Br)cc(Br)cc1/C=N/Nc1ccc(Cl)nn1
 : i | i | i | i | i | i | i | i | i | i | i
CN(C)c1nc(-c2ccccc2)ncc1S(=O)(=O)c1ccccc1
 : i | i | i | i | i | i | i | i | i | i | i
